Vif imaging: HIV Vif self-association inhibitors, primary screen, imaging, HEK293T, single point; HEK293T cells, Vif self-association by quenched fluorescence, 24 h; actives 0.35% (n = 340,000); inhibition, % at 7.49 µM; AID 602346, 2012; in the data active = inhibition above about 50%, passing the limit was not always enough; note: some results filed as inactive read as strong as hits
Cardio protect: cardioprotection against H2O2-induced cell death, primary screen, uHTS, H9c2 cells, ATPLite luminescence. H9c2 cardiomyocytes, H2O2 injury protection, 2 h. protection from H2O2 cell death, % at 20 µM. AID 588492, 2011. actives 0.63% (n = 360,000);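 active = compounds giving at least 50% protection of heart cells from peroxide-induced death in the single-dose screen, raw or plate-pattern-corrected value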;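 note: 0% = DMSO wells with peroxide and 100% = DMSO wells without peroxide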
hiPSC survival: enhancers of single-cell hiPSC survival, primary screen, ATPlite luminescence; 100% = ROCK inhibitor wells, 0% = DMSO; survival enhancement, % at 20 µM; actives 0.044% (n = 360,000); in the data active = survival enhancement above about 18%;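 note: cells exposed to compounds for 16 hours before the ATP read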
PDI inh: inhibitors of human PDI, primary screen, biochemical, turbidity, single point, plate reader. actives 0.052% (n = 350,000). PDI insulin aggregation turbidity, A650, 90 min. AID 588391, 2011. inhibition, % at 10 µM. Protein disulfide-isomerase (Homo sapiens), P07237;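 active = mean inhibition across replicates of 30% or more, whatever share of single replicates reach that level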;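 note: absorbance from insulin aggregation driven by PDI reduction with DTT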
Target sequence (P07237 whole entry, looked up): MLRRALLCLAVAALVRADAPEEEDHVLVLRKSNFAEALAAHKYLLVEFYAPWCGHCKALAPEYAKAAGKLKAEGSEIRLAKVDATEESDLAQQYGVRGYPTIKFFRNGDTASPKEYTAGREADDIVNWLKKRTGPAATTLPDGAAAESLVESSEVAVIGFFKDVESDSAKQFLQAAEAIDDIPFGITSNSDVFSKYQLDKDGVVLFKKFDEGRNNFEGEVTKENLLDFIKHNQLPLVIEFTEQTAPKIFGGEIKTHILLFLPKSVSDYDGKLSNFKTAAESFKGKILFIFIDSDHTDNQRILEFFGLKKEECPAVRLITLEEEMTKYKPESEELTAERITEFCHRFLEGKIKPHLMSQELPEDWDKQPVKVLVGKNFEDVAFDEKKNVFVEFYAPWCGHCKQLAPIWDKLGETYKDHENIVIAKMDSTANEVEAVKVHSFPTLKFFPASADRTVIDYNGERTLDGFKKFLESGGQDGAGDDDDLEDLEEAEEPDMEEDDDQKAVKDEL
m5-HT2A agonist: mouse Htr2a agonists via beta-arrestin recruitment, primary screen, cell-based, luminescence; 5-hydroxytryptamine receptor 2A (Mus musculus), P35363; activation, % at 7.6 µM; CHO-K1 mHTR2A beta-arrestin complementation; percent of 30 µM serotonin response; AID 624169, 2012; actives 0.66% (n = 360,000);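 active = activation above a run cutoff, the mean activation of all tested compounds plus 3 SD, cut at about 14% in these data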;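 note: 0% = plate median of compound wells and 100% = 30 µM serotonin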
Target sequence (P35363 whole entry, looked up): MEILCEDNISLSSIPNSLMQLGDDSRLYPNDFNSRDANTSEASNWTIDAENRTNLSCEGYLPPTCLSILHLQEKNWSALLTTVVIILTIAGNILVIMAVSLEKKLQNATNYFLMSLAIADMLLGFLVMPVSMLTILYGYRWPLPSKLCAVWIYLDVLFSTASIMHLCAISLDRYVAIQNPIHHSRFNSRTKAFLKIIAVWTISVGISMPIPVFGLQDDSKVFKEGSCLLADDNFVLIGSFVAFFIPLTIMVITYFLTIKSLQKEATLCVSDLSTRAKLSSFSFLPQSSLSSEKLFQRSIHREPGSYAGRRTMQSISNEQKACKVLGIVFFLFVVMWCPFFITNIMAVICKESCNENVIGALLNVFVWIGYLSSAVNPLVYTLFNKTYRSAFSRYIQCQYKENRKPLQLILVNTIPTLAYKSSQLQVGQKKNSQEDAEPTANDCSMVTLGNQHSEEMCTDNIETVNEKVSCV
CaV13 ICDI inh: Disruptors of the CACNA1D IQ motif to Ca2+-dependent inactivation inhibitor domain association, primary screening, Förster resonance energy transfer in intact living …; HEK cells, CFP/YFP FRET ICDI-IQ, plate reader, 10 min; percent FRET-ratio fall versus neutral wells; inhibition, % at 12.3 µM; actives 0.098% (n = 340,000); AID 743397;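 active = mean replicate inhibition of at least 30% and at least 1% of replicates passing that level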;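 note: 0% = median of the neutral control wells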
aDG glyco act: activators of alpha-DG glycosylation, primary screen, uHTS, Pro5-aDG cells, AlphaScreen. alpha-DG glycosylation AlphaScreen (IIH6); 0% Pro5, 100% B10-LARGE cell signal. activation, % at 10 µM. actives 0.22% (n = 360,000). AID 624168, 2012;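 active = activation of at least 8% versus controls, or a plate z-score of at least 8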;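 note: Pro5 are CHO cells carrying HIG-tagged alpha-DG that lacks glycosylation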
Exocytosis inh: LAMP-1 surface exposure blockers, TALL-104 cells – cell-based, flow cytometry, MLPCN library, primary screen. TALL-104 LAMP-1 surface exposure; cells stimulated with thapsigargin and PMA. inhibition, % at 10 µM. actives 0.66% (n = 360,000). AID 651702, 2012;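 active = inhibition above about 55%, limit read from the data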
N-glyco inh: increase of ERlucT glycosylation luciferase signal, primary screen, N-linked glycosylation inhibitor project, D54 ERlucT cells, luminescence, set 2; AID 588692, 2011; actives 0.23% (n = 360,000); D54 ERlucT glycosylation luciferase reporter, 24 h; percent of 100 nM tunicamycin response; reporter increase, % at 12.5 µM;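 active = mean luciferase reporter signal, scaled so untreated is 0 and the glycosylation-blocking control 100, at or above a set limit in every replicate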;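 note: luciferase carries N-glycosylation sites so blocking glycosylation raises the light; 0% = median of neutral control wells and 100% = median of 100 nM tunicamycin wells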
ABCB6 inh 2: ABCB6 transporter inhibitors, primary screen, K562-ABCB6 cells, flow cytometry, MLPCN library; ATP-binding cassette sub-family B member 6 (Homo sapiens), Q9NP58; K562-ABCB6 porphyrin accumulation, 1 h; active compounds read low; fluorescence ratio to DMSO, % at 10 µM; actives 0.19% (n = 360,000); AID 602162, 2011;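 active = fluorescence ratio to DMSO below 75%, the collection mean minus 3 SD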;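 note: signal is porphyrin accumulated inside mitochondria; 100% equals median channel fluorescence of DMSO control wells; lower ratio means ABCB6 inhibition with less porphyrin fluorescence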
Numbers without * were called inactive; x = not tested or not shown.

Below each SMILES: CaV13 ICDI inh | Exocytosis inh | Vif imaging | m5-HT2A agonist | hiPSC survival | PDI inh | Cardio protect | N-glyco inh | ABCB6 inh 2 | aDG glyco act
Cc1cc(C)c2nc(-n3nc(C)cc3N)cc(C)c2c1
 : -7 | 1 | -1 | 2 | 0.4 | -2 | 0 | 1 | 97 | 0.4
CCOC(=O)CSc1nnc(CNc2nc(-c3ccccc3)cs2)n1C
 : x | 0 | 5 | -1 | -4.0 | -9 | 0 | 0 | 93 | 0.7
Cc1nn2c([nH]c(=O)c3ccccc32)c1C=O
 : -3 | 7 | 6 | 0 | 1.4 | 2 | 25 | 1 | 104 | -0.1
CCc1nc(N2CCN(S(C)(=O)=O)CC2)c2c3c(sc2n1)CCCC3
 : -3 | 4 | 4 | 4 | -0.8 | 1 | 0 | 1 | 96 | -0.5
CC1=C(c2ccc(C)cc2)S(=O)(=O)N(CC(=O)O)C1=O
 : -4 | 2 | x | 4 | 0.1 | 12 | 1 | 3 | 103 | -0.1
Cc1ccc(Cl)cc1N1CCN(C(=O)c2noc(C(C)C)c2[N+](=O)[O-])CC1
 : -7 | -1 | -2 | 7 | -0.5 | 10 | -1 | 2 | 97 | -0.2
COc1ccc(C2CC(c3cccs3)=NN2S(C)(=O)=O)cc1OC (centres undefined)
 : -2 | -2 | 4 | -1 | -0.5 | 3 | -9 | 0 | 259 | -0.2
CC[C@@H](NC(=O)[C@@H](Cc1ccccc1)NC(=O)CC[C@H]1O[C@@H](n2ccc(=O)[nH]c2=O)[C@H](O)[C@@H]1O)c1ccccc1
 : x | -4 | x | -2 | 0.9 | x | 2 | 2 | 93 | -0.1
O=S(=O)(c1ccc(F)cc1)N1CCN(C(=S)NCc2ccccc2)CC1
 : -4 | 6 | 14 | 4 | -0.3 | 3 | -4 | 0 | 103 | 0.0
Cc1c(C)c2c(OCC(=O)N3CCC(C(=O)NCC(C)C)CC3)cc3c(c2oc1=O)CCC(C)(C)O3
 : x | 0 | 3 | 3 | -0.3 | 11 | 10 | 0 | 101 | -0.3
Cc1ccc(N2CC(C(=O)OCC(=O)c3ccc[nH]3)CC2=O)cc1 (centres undefined)
 : -2 | 6 | 5 | -2 | -0.3 | -1 | 1 | 2 | 103 | 0.2
N#Cc1cccc(C(=O)Nc2ccccc2C(=O)NC2CC2)c1
 : -6 | -11 | -2 | 8 | -0.1 | -2 | 6 | 0 | 97 | 0.1
Cc1ccc(C)c(NC(=S)NNC(=O)c2sccc2C)c1
 : -3 | 36 | 0 | -1 | -3.1 | 2 | 3 | 0 | 95 | 0.2
CC1Cc2cc(S(=O)(=O)N3CCN(C)CC3)ccc2N1C(=O)C1CC1 (centres undefined)
 : -2 | -4 | 4 | 7 | 0.1 | 6 | -3 | -1 | 94 | 0.0
Cc1ccc(S(=O)(=O)Nc2ccccc2CNC2CCCCC2)cc1
 : -4 | 12 | -2 | -8 | 1.2 | 0 | 0 | -2 | 90 | -0.2
O=C(N/N=C/c1ccccc1[N+](=O)[O-])c1ccc(CN2CCOCC2)cc1
 : -3 | -2 | 3 | -4 | 2.8 | 0 | 10 | -1 | 94 | 0.2
Cc1ccc(C(=O)NCCc2nnc3ccc(SCC(=O)N4CCCCC4)nn23)cc1
 : x | -1 | x | 0 | 0.0 | 1 | 2 | x | 93 | 0.3
Cc1ccc(C)c(Nc2nc3ccccc3[nH]2)c1
 : -4 | -13 | -2 | -2 | 0.0 | -2 | -6 | 1 | 95 | 0.1
CCc1ccc(N2CC(C(=O)Nc3cccc(S(=O)(=O)N4CCCC4)c3)CC2=O)cc1 (centres undefined)
 : -6 | 9 | -11 | -10 | 0.9 | 6 | -6 | 1 | 97 | 0.3
CCOc1ccc(/C=N/n2c(C)nc3ccccc3c2=O)cc1
 : x | -9 | -7 | 5 | -0.5 | 3 | -4 | 4 | 95 | 0.1
CC/C(=C(/c1ccccc1)c1ccc(OCC[N+](C)(C)C)cc1)c1ccccc1
 : -9 | -1 | -4 | -9 | -0.3 | 12 | 0 | 3 | 91 | -0.1
CC(C)C(=O)c1c(C(C)C)nn2ccccc12
 : -5 | 5 | -8 | -1 | 2.6 | -4 | 4 | 2 | 95 | 0.2
COc1ccc(S(=O)(=O)NNC(=O)c2cc3cc4ccccc4nc3s2)cc1
 : -6 | 0 | -2 | 1 | 2.0 | 7 | 3 | 1 | 91 | -0.1
Cc1cc(F)ccc1S(=O)(=O)Nc1ncnc2sccc12
 : -3 | 1 | 0 | 1 | -2.5 | -3 | 7 | 0 | 98 | -0.1
Cc1nn(Cc2ccccc2)c(Cl)c1/C=C/C(=O)OCC(=O)N(C)C1CCS(=O)(=O)C1 (centres undefined)
 : -6 | -4 | 5 | 1 | -0.3 | 18 | -4 | -2 | 97 | -0.2
Cn1c(COc2ccc(Br)cc2)nnc1SC1CCc2ccccc2C1=O (centres undefined)
 : -5 | 1 | -2 | -7 | 0.5 | 2 | -5 | -2 | 86 | 0.8
Fc1ccc(N=Cc2ccc[nH]2)cc1
 : -6 | -4 | -5 | 10 | -0.7 | -2 | -2 | 4 | 99 | -0.1
COc1ccc(CCNC(=O)COC(=O)CCC(=O)c2ccc(F)cc2)cc1OC
 : 7 | -7 | 13 | -2 | -1.6 | 7 | -4 | 0 | 101 | 0.2
Cc1ccc(Nc2nnc(SC(C)C(=O)NCC3CCCO3)s2)cc1C (centres undefined)
 : -4 | 0 | x | 1 | -0.3 | -8 | -2 | 3 | 95 | 0.0
S=c1[nH]nc(COc2ccccc2)n1/N=C/C=C/c1ccccc1
 : -3 | -1 | 0 | 1 | -0.7 | 6 | -3 | 1 | 99 | 0.1
Cc1onc(-c2ccccc2)c1C(=O)NNC(=S)NC(=O)c1ccc(Cl)cc1Cl
 : -3 | 1 | -4 | 3 | -1.0 | -3 | 5 | 2 | 97 | 0.0
CC(=O)Oc1ccc(N(C(C)=O)S(=O)(=O)c2cccs2)cc1
 : -8 | 0 | 24 | 1 | 0.4 | -1 | 6 | 1 | 102 | -0.3
COc1cccc(OCC(O)CN2CCc3ccccc3C2)c1 (centres undefined)
 : -3 | -18 | 3 | 0 | -0.6 | -1 | -1 | 3 | 101 | 0.0
CCOC(=O)c1sc(N=NC2=C(O)CC(C)(C)CC2=O)c(C(=O)OCC)c1C
 : -20 | 0 | -3 | 3 | -0.6 | 0 | 6 | 3 | 96 | 0.1
S=C(c1ccc2c(c1)OCO2)N1CCN(c2cccc(Cl)c2)CC1
 : -9 | 0 | 14 | -8 | 0.5 | -4 | -8 | 17 | 101 | -0.3
COCCNC(=O)C1(C)CCCN(C(=O)c2cccnc2SC)C1 (centres undefined)
 : -17 | -9 | 16 | -3 | 3.7 | 6 | 1 | 0 | 95 | 0.1
Cc1cccc(Cn2c(SCCO)nc3c2c(=O)n(C)c(=O)n3C)c1
 : -7 | -1 | -1 | 0 | -1.7 | 10 | 0 | -4 | 101 | -0.1
COc1ccc(-c2nc3c(C)cc(Br)cn3c2Cc2ccsc2)cc1OC
 : -4 | -2 | x | -3 | 1.8 | x | -4 | 3 | 98 | 0.0
Cc1ncc(CN2CCC(C(=O)Nc3cccc(-c4cscn4)c3)CC2)cn1
 : -6 | 5 | x | -5 | -0.3 | -1 | -1 | 3 | 91 | 0.0
O=C(c1ccccc1)c1ccc(Cn2cc(-c3ccccc3)nn2)cc1
 : -10 | -5 | -6 | 0 | -1.5 | -5 | -13 | 1 | 92 | 4.5*
CN(c1ccccc1)S(=O)(=O)c1ccc(NC(=O)c2ccccc2C(=O)O)cc1
 : -2 | -3 | -8 | -4 | 1.4 | 17 | 2 | 1 | 98 | -0.1
COc1cc2c(cc1OC)-c1nc3ccccc3c(=O)n1C(C)(C)C2
 : -8 | 1 | 23 | 6 | -2.9 | -16 | 47 | -1 | 93 | -0.1
C=CCN1N=C(/C=C/c2ccccc2)CCC1=O
 : 5 | -2 | 4 | 1 | -1.1 | 0 | -5 | 1 | 96 | 0.0
O=C(Nc1ccc(C2=NCCN2)cc1)c1ccc(C(=O)Nc2ccc(C3=NCCN3)cc2)c([N+](=O)[O-])c1
 : -20 | 0 | 0 | -1 | -0.5 | -27 | -4 | 1 | 96 | 0.3
COc1cc2c(cc1OC)-c1cc(OCCN3CCOCC3)nc(=O)n1CC2
 : -5 | 0 | x | -2 | -0.5 | 2 | 14 | 1 | 636 | 0.1
Cn1c(=O)c([N+](=O)[O-])c(N2CCN(Cc3ccc4c(c3)OCO4)CC2)c2ccccc21
 : -14 | 14 | -1 | 2 | 0.8 | 6 | 12 | -2 | 101 | -0.2
Cc1ccc(-c2noc(CCC(N)=O)n2)cc1
 : -4 | 2 | 6 | -1 | -0.3 | 7 | -1 | 0 | 99 | -0.1
CC(=O)c1c(C)nc2cc(Cl)ccc2c1N
 : 0 | 4 | -5 | 0 | 3.4 | 11 | 7 | 2 | 101 | 0.8
Fc1ccc(CSc2nncn2NCc2ccc3c(c2)OCO3)cc1
 : x | 3 | -6 | 3 | 0.5 | 1 | 2 | -1 | 95 | 0.2
Cc1nnc(SCC(=O)NC23CC4CC(CC(C4)C2)C3)n(N)c1=O
 : -15 | 8 | 4 | 0 | -0.3 | -1 | 5 | 0 | 95 | 0.1

Additional entries follow.
Below each SMILES: CaV13 ICDI inh | Exocytosis inh | Vif imaging | m5-HT2A agonist | hiPSC survival | PDI inh | Cardio protect | N-glyco inh | ABCB6 inh 2 | aDG glyco act
O=C(Nc1ccc(OCC(=O)N2CCOCC2)cc1)c1cc(F)c(F)cc1Cl
 : -5 | -5 | 6 | 4 | -0.5 | -10 | -8 | 0 | 102 | 0.0
N#C/C(=C/c1ccccc1)C(=O)NCc1ccccc1
 : 4 | -3 | 0 | 4 | 1.0 | -3 | 26 | 5 | 106 | -0.1
CN1C[C@@H]2[C@@H]3C(=O)N(Cc4ccccc4)C(=O)[C@@H]3[C@](Cc3ccccc3)(C1=O)N2C(=O)c1ccc(C(C)(C)C)cc1
 : -11 | -2 | -1 | 0 | -2.6 | 3 | -14 | -9 | 94 | 2.5
Nc1c2c(nc3cccc(Cl)c13)N(c1ccccc1)CC2
 : -20 | 10 | -4 | 3 | 4.2 | 12 | -6 | 2 | 101 | 0.0
CSc1nnc(C)c(/C=C/Nc2ccc(F)cc2)n1
 : x | 0 | -2 | -2 | 0.5 | 2 | 22 | -4 | 111 | 0.1
O=c1ccn(Cc2ccccc2)c(SCc2ccccc2)n1
 : -6 | -6 | -3 | 2 | 4.0 | 10 | 8 | -3 | 94 | -0.1

Assay outcomes as filed in PubChem.
